Screens from PubChem BioAssay.
mIAP inh = inhibitors of mouse IAP, primary screen, biochemical, luminescence, uHTS | intestinal alkaline phosphatase [Mus musculus] | purified mouse IAP, CDP-Star luminescence, 30 min | inhibition, % at 10 µM | hit rate 0.2% among 330,000 | AID 2806, 2010;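 active = inhibition of at least 40% at 10 µM in the primary screen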;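 also: plate controls were DMSO with enzyme for no effect and no enzyme wells for full effect; values of inactives mirror those of a sister screen read the other way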
hIAP act = human IAP activators, primary screen, biochemical, luminescence, uHTS; hit rate 0.16% among 330,000; AID 2524, 2010; purified human IAP, CDP-Star luminescence, 30 min; hits give high values; 1 = vehicle-only enzyme, 0 = enzyme-free background; Intestinal-type alkaline phosphatase (Homo sapiens), P09923; activation factor at 10 µM;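 active = activation factor of the enzyme at least 2-fold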; also: the source names both 10 and 20 µM as test concentration; values of inactives mirror those of a sister screen read the other way
Target sequence (P09923 whole entry, looked up): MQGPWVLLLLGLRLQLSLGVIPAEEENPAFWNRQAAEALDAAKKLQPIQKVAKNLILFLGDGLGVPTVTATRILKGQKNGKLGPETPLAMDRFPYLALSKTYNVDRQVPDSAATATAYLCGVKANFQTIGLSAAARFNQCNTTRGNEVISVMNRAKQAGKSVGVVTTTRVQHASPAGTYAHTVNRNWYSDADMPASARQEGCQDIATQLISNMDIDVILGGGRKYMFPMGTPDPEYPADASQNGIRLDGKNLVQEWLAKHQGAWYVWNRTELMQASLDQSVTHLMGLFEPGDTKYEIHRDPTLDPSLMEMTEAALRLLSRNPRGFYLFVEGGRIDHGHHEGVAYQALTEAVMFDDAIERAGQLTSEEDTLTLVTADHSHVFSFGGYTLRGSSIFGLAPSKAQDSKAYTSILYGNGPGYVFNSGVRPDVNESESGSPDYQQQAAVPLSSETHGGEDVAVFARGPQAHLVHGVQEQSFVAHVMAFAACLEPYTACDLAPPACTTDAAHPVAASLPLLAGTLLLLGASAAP
PfGluPho inh = PfG6PD enzyme inhibitors, primary screen, biochemical, fluorescence intensity, uHTS; PfGluPho enzyme, NADPH resazurin-diaphorase fluorescence; inhibition, % at 20 µM; hit rate 0.78% among 350,000; AID 504690, 2011;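 active = inhibition reaching at least a set limit at 20 µM in the primary screen, cut at about 59% in these data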;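 also: 0% = DMSO wells with substrate and 100% = DMSO wells lacking glucose-6-phosphate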
hIAP inh = human IAP inhibitors, primary screen, biochemical, luminescence, uHTS. Intestinal-type alkaline phosphatase (Homo sapiens), P09923. purified IAP, CDP-Star luminescence, 30 min. inhibition, % at 10 µM. hit rate 0.12% among 330,000. AID 2544, 2010;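 active = inhibition reaching a set limit with compound at 10 µM in the primary screen, cut at about 35% in these data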;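 also: plate controls were DMSO wells with enzyme for no effect and no-enzyme buffer wells for full effect; values of inactives mirror those of a sister screen read the other way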
APOBEC3A inh = APOBEC3A ssDNA deaminase inhibitors, primary screen, selectivity assay for APOBEC3G inhibitor project, biochemical, FAM/TAMRA oligo cleavage fluorescence. DNA dC->dU-editing enzyme APOBEC-3A (Homo sapiens), P31941. recombinant A3A, FAM/TAMRA ssDNA deamination fluorescence. inhibition, % at 20 µM. hit rate 0.41% among 330,000. AID 493011, 2011;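 active = at least 40% inhibition at 20 µM here, with at most 30% in a related deaminase screen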;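 also: plate controls were A3A with DMSO for no effect and wells lacking A3A enzyme for full effect; some results filed as inactive read as strong as hits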
HKDC1 inh = HKDC1 hexokinase inhibitors, primary screen, biochemical, fluorescence, uHTS | Q2TB90 | recombinant HKDC1, G6PDH/diaphorase resazurin coupled fluorescence | inhibition, % at 20 µM | hit rate 0.16% among 340,000 | AID 493160, 2011;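 active = inhibition above about 35% when tested at 20 µM, limit read from the data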;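 also: plate controls were DMSO wells with enzyme for no effect and DMSO wells lacking enzyme for full effect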
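Test system: Recombinant HKDC1 (HK5) hexokinase enzyme, produced in-house | Input: HKDC1 at 5 µg/mL | Buffer or medium: Tris pH 8.0 buffer with MgCl2, Tween-20, BSA, BME | Schedule: 90 min reaction incubation at room temperature, dark | Technique: Resazurin-to-resorufin fluorescence via G6PDH and diaphorase coupling, 525/613 nm | Controls: DMSO wells with and without enzyme mix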
ATG4B inhibitor = ATG4B protease inhibitors, primary screen, biochemical, fluorescence, uHTS | inhibition, % at 8.33 µM | ATG4B cleavage of LC3-PLA2, NBD-HPC fluorescence, 1 h | hit rate 0.51% among 340,000 | Cysteine protease ATG4B (Homo sapiens), Q9Y4P1; in the data active = inhibition above about 40%
Target sequence (Q9Y4P1 whole entry, looked up): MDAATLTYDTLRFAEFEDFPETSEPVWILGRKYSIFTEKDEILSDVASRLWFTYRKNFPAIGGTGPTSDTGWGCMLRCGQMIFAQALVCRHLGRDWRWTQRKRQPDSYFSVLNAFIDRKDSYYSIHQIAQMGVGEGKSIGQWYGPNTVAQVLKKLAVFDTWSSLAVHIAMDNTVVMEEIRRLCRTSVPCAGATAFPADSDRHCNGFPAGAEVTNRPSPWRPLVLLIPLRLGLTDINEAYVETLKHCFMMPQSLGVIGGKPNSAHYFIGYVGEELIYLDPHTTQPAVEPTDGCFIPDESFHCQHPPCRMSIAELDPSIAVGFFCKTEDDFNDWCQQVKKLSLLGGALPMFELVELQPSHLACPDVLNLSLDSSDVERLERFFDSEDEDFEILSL
mIAP act = activators of mouse IAP, primary screen, biochemical, luminescence, uHTS; activation factor at 10 µM; muIAP, CDP-Star luminescence, 30 min; hits give high values; 1 = vehicle-only enzyme signal, 0 = enzyme-free wells; hit rate 0.24% among 330,000;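 active = activation factor of at least 2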; also: the source names both 10 and 20 µM as test concentration; values of inactives mirror those of a sister screen read the other way
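System: Mouse IAP enzyme | Also added: CDP-Star substrate | Dosing: Compounds dispensed in DMSO | Schedule: 30 min enzyme-substrate-compound incubation at room temperature | Technique: Chemiluminescence readout | Control set: DMSO-only wells and no-enzyme negative control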
* = called active by the depositor.

mIAP inh	hIAP act	PfGluPho inh	hIAP inh	APOBEC3A inh	SMILES	HKDC1 inh	ATG4B inhibitor	mIAP act
-2	0.85	-14	14	-7	O=C(CN1C(=O)COc2ccccc21)Nc1ccccc1F	3	6	1
3	0.99	13	1	-1	COc1ccc(OC)c(-n2c(=S)[nH]c3cc(C(=O)N(C)Cc4ccccc4)ccc3c2=O)c1	1	-26	0.97
-5	1.1	-2	-14	2	COc1ccc(CCNC(=O)c2cc(C3CC3)on2)cc1OC	-7	0	1.1
-1	1.1	9	-7	2	CC(/C=N/Nc1nc(C)cc(C)n1)=C\c1ccc(C(C)C)cc1	-8	-3	1
6	0.97	50	3	-5	NC(=O)C1(NC(=O)[C@@H]2CC3(CC(c4cccc(NC(=O)c5cc([N+](=O)[O-])cc([N+](=O)[O-])c5)c4)=NO3)CN2C(=O)c2ccccc2)CC1 (stereo not given in full)	5	-2	0.94
3	0.97	0	2	0	Nc1nc(SCC(=O)Nc2cccc([N+](=O)[O-])c2)n[nH]1	-3	-5	0.97
4	1	24	-4	4	Oc1cccc(-c2nc3c4c(ncn3n2)-c2ccccc2CC42CCCC2)c1	8	-7	0.96
-4	1.1	-3	-11	1	Cc1cn(C(=O)c2ccccc2)c(=S)n1-c1ccc(Cl)cc1	-2	7	1
20	0.81	-9	19	7	Oc1ccc(NC(=S)N=Nc2c(O)[nH]c3ccc(Br)cc23)cc1	-12	8	0.8
2	1.2	8	-17	-1	CCn1c(=O)cc(OCC(=O)O)c2ccccc21	-4	-4	0.98
-15	1	27	-1	-6	COCCCN(C(=S)Nc1c(C)cc(C)cc1C)C(C)c1ccccn1 (stereo not given)	-2	29	1.2
-1	0.88	-2	12	5	CCN(CC)C(=O)c1sc2c(c1C)c(=O)n(-c1ccc(OC)cc1OC)c(=O)n2CC(=O)c1ccccc1	-6	-11	1
7	0.79	7	22	-1	COCc1cc(Sc2ccc(OC)cc2)nc(-c2ccccc2)n1	-5	-1	0.93
-10	1.2	-17	-23	-6	COC(=O)C1C(c2ccc(OC)cc2)C(C(=O)OC)S(=O)(=O)C(CCN2CCCCC2)S1(=O)=O (stereo not given)	2	3	1.1
0	1	31	-4	-3	CCNC(=S)N(CCN(CC)CC)Cc1cc2cc3c(cc2[nH]c1=O)OCO3	26	-2	1
33	1.9	10	-88	-4	Nc1cc(=O)[nH]c(SCC(=O)NNC(=O)Cc2ccccc2)n1	7	-8	0.67
2	0.97	-6	3	-1	CCN(CC)S(=O)(=O)c1cccc(NC2=NCC(C)S2)c1 (stereo not given)	3	-6	0.97
4	0.86	11	14	1	Cc1occc1C(=O)Nc1cccc(Cn2cccn2)c1	2	-5	0.96
18	1.1	-3	-10	-4	CCOc1ccc2ccccc2c1/C=N\NC(=O)c1ccc([N+](=O)[O-])cc1	3	2	0.82
-38	0.85	0	15	-8	COc1cccc(CNC(=S)Nc2cccc(Cl)c2C)c1	4	54*	1.4
6	1.3	11	-26	-5	O=C(NCCc1cscn1)C1CCC(=O)N(Cc2ccc(Cl)cc2)C1 (stereo not given)	-5	-5	0.94
6	1	21	0	-2	CCOC(=O)[C@@H]1[C@H]2COc3ccccc3[C@H]2N2C(=O)N(c3ccc(Cl)cc3)C(=O)[C@@]12C	1	-3	0.94
8	1	-8	-2	1	O=c1[nH]c(C2CCCN(S(=O)(=O)c3ccccc3)C2)nc2c1nnn2Cc1ccccc1 (stereo not given)	-5	-9	0.92
-4	1	12	-4	-3	CCC1=C(OC(=O)N(CC)CC)N2C(=O)OC(=NCc3ccccc3)[C@]2(C)[C@H]2C1=CC[C@H]1C(=O)N(CC)C(=O)[C@H]12	-6	-10	1

Entries of single compounds from above. Values in the order: mIAP inh, hIAP act, PfGluPho inh, hIAP inh, APOBEC3A inh, HKDC1 inh, ATG4B inhibitor, mIAP act
O=C(CN1C(=O)COc2ccccc21)Nc1ccccc1F is entered as -2, 0.85, -14, 14, -7, 3, 6, 1
O=C(NCCc1cscn1)C1CCC(=O)N(Cc2ccc(Cl)cc2)C1 (stereo not given) is entered as 6, 1.3, 11, -26, -5, -5, -5, 0.94
O=c1[nH]c(C2CCCN(S(=O)(=O)c3ccccc3)C2)nc2c1nnn2Cc1ccccc1 (stereo not given) is entered as 8, 1, -8, -2, 1, -5, -9, 0.92
Oc1ccc(NC(=S)N=Nc2c(O)[nH]c3ccc(Br)cc23)cc1 is entered as 20, 0.81, -9, 19, 7, -12, 8, 0.8

The results go on:
mIAP inh	hIAP act	PfGluPho inh	hIAP inh	APOBEC3A inh	SMILES	HKDC1 inh	ATG4B inhibitor	mIAP act
2	1.1	15	-7	-3	O=C(COc1ccc(Br)cc1Cl)N1CCN(c2ccccn2)CC1	-1	-11	0.98
2	0.92	54	8	4	CCCCn1c(-c2cccs2)nc2nc3ccccc3nc21	-1	-7	0.98
2	1	-3	0	-1	Cc1ccc(S(=O)(=O)N2CCN(Cc3cccc(C)c3O)CC2)cc1	-1	-8	0.98
0	0.96	15	4	-3	NC(=O)COc1ccc(NS(=O)(=O)Cc2ccccc2)cc1	-9	-1	1
2	1.3	-14	-33	0	Cc1cc2[nH]c(=O)c(=O)[nH]c2cc1S(=O)(=O)N1CCN(c2cccc(C(F)(F)F)c2)CC1	2	-12	0.98
-7	1.2	-5	-17	-3	CC1CN(C(=O)COC(=O)Cc2ccc(Cl)cc2)CC(C)O1 (stereo not given)	-2	5	1.1
7	1.1	-7	-5	-1	CCN1CCN(CC#CCOc2ccccc2OC)CC1	-9	6	0.93
-10	1.1	12	-14	-4	Cc1nc(NC(=O)C2CCCCC2)sc1C	7	-11	1.1
8	0.95	-3	5	1	Cc1ccc2[nH]c(=O)c(CN(Cc3cccs3)Cc3nnnn3CC3CCCO3)cc2c1 (stereo not given)	10	-7	0.92
14	0.81	-12	19	-4	O=C(c1cccs1)N1N=C(c2ccccc2)CC1c1ccc(O)cc1 (stereo not given)	-3	-2	0.86
3	0.98	-2	2	2	COc1ccc(OCc2cc(C(=O)NCc3cccc(C)n3)no2)c(Cl)c1	-1	11	0.97
2	0.94	7	6	-3	Oc1ccc(-c2nccc(-c3ccc(Br)cc3)n2)cc1	0	-10	0.98
-4	0.8	8	20	-3	CCOc1ccc(C(=O)NCc2cccnc2)cc1[N+](=O)[O-]	-8	-5	1
-17	0.91	0	9	-3	O=C(CN1CCC(n2nnc3cc(F)ccc32)CC1)N1CCCc2ccccc21	1	-5	1.2
20	0.88	-1	12	2	COc1ccc(/C=N/N=C2/NC(=O)C(c3ccccc3)(c3ccccc3)S2)cc1	-11	-15	0.81
4	0.95	0	4	-5	Cc1ccc(N=Nc2c(O)[nH]c3ccc(F)cc23)cc1	0	1	0.96
-22	0.95	34	5	0	CC(C)=CC(=O)Nc1ccc(Br)cc1	-15	-5	1.2
-12	1.1	5	-8	-4	CC(=O)N1c2ccc(S(=O)(=O)NCCC(=O)NCCc3cccc(C)c3)cc2CC1C (stereo not given)	-5	-11	1.1
-1	0.95	-5	5	-2	COc1ccc(C(=O)NNC(=O)c2ccncc2)cc1[N+](=O)[O-]	-5	0	1
8	1.1	-6	-12	-1	COc1ccc(Oc2nccc(-c3ccccc3)c2C#N)cc1	6	-6	0.92
1	0.88	-4	12	0	CCN(CC)CCOc1c(C)cccc1Cl	-11	-3	0.99
-6	0.97	-8	3	-3	Cc1cc(NC(=O)CN2CCCCCCC2)no1	-7	-3	1.1
-18	1.1	-9	-8	2	C[C@@H](C(=O)OCn1nnc2ccccc2c1=O)N1C(=O)C2CCCCC2C1=O (stereo not given in full)	-9	-7	1.2
9	0.86	-10	14	-6	O=C(O)CCc1ccc(NCc2cccc(Oc3ccccc3)c2)cc1	-2	26	0.91
4	0.98	-5	2	-4	O=C(/C=C/c1ccccc1)Nc1cccnc1	-8	4	0.96
-8	0.7	-6	30	0	CCCC(=O)Nc1cccc(NC(=O)c2cccc([N+](=O)[O-])c2C)c1	1	-1	1.1
-2	0.82	-5	18	3	Cc1cccc(NC(=O)Cn2nnc(C(=O)Nc3ccc(F)c(Cl)c3)c2N)c1	0	-2	1
10	1	0	-3	-1	CN1CCN(C(=O)c2cc3cc(F)ccc3[nH]2)CC1	-6	2	0.91
1	0.9	-11	10	-1	COc1cc(Cl)c(C)cc1NC(=O)c1cc(S(=O)(=O)N(C)C)ccc1N1CCCC1	-4	8	0.99
6	0.87	-11	13	1	O=C(Nc1ccc(Cl)cc1)ON=C1CCCC1	-7	10	0.94
13	1	-8	-3	-4	CN1C(=O)/C(=C2/C=CC=CN2C)OC1=S	-4	-1	0.87
-4	1.1	2	-13	-9	Cc1ccc(F)c(CNC(=O)C2CCC(=O)N(CCN3CCOCC3)C2)c1F (stereo not given)	-9	5	1
4	0.94	3	6	7	COc1ccc(S(=O)(=O)N2CCOCC2)cc1NC(=O)CCCOc1ccccc1	0	-13	0.96
0	0.9	-11	10	-4	C/C(=N\n1c(C)nc2ccccc2c1=O)c1ccc(N)cc1	-11	6	1
1	1.1	-1	-6	0	CC(C)Oc1ccc(S(=O)(=O)N2CCCCC2)cc1NC(=O)C1=COCCO1	2	-2	0.99
7	1.1	-7	-7	-3	Cc1cc(Cl)ccc1OCC(=O)OCC(=O)N1CCC(C(N)=O)CC1	2	-14	0.93
3	0.86	-12	14	-5	O=C(COc1ccc(F)cc1Br)NCCCN1CCCC1=O	-6	2	0.97
4	0.92	-13	8	0	CCOc1cc(/C=C2/C(=N)N3N=C(CC)SC3=NC2=O)ccc1OC(=O)c1ccco1	2	-2	0.96
-9	1.1	-16	-12	-1	CCOC(=O)c1cn2cccnc2n1	6	11	1.1
8	1.1	-7	-7	-1	CS(=O)(=O)N1CCC(C(=O)N2CCN(c3ccccc3)CC2)CC1	-7	7	0.92
1	1.4	-1	-43	-4	CNC(=O)NNC(=O)c1csc(-c2ccc(C(F)(F)F)cc2Cl)n1	-5	-2	0.99
3	0.86	-1	14	4	CCN(Cc1ccccc1)S(=O)(=O)c1ccc(C(=O)N(CCCN(C)C)c2nc3c(F)cccc3s2)cc1	2	17	0.97
3	1.2	-1	-17	-1	CCOC(=O)c1c(C)[nH]c(C(=O)Cn2nnc(-c3ccc(Cl)cc3)n2)c1C	-10	-4	0.97
1	0.94	2	6	-2	CCOC(=O)Cc1csc(NC(=O)c2cccc(N3C(=O)CCC3=O)c2)n1	-14	-2	0.99
-13	1.1	2	-14	-2	O=C(O)CC1(CC(=O)NCc2ccc(C(F)(F)F)cc2)CCCCC1	-6	-7	1.1
12	1.6	-18	-61	2	COc1cc(C(=O)NNC(=O)c2cc(C)[nH]n2)cc(OC)c1OC	4	1	0.88
13	1.4	-12	-38	0	C/C(=N\NC(=O)C(N)=O)c1cccc([N+](=O)[O-])c1	-16	-3	0.87
-2	1.1	-11	-5	27	O=C(Cc1cccs1)Nc1ccc(S(=O)(=O)N2CCCC2)cc1	9	3	1
5	0.93	6	7	0	COC(=O)c1cc(C)sc1NC(=O)CCc1ccccc1	1	-8	0.95
5	0.84	-7	16	-3	CC(C)Cn1c(CN(Cc2ccccc2)Cc2ccccc2)nc2c1c(=O)n(C)c(=O)n2C	2	-16	0.95
